Bioassay records from PubChem.
D1 antagonist – blocks dopamine activation of the human D1 receptor; hit rate 3.2% among 360,000; AID 504652; P21728; activity change, negative = inhibition, % at 10 µM; HEK293 TREx D1 cells, calcium flux, dopamine EC80; stronger effect = lower value; in the data active = activity change below about -30%; also: % is scaled to controls: 0 for no effect and ±100 for the full control effect
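HEK293 T-REx cells expressing inducible, force-coupled D1 receptor; no-wash Ca dye, 30–90 min RT. Cmpd → 180 s read at 1 Hz → EC80 DA → 180 s read.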
RXFP1 ag – activates the human relaxin receptor RXFP1; hit rate 0.3% among 370,000; Q9HBX9; Potency, µM (titrated, usually from 57.5 µM), without a hit: at the top dose activation, hits mostly activators; HEK293T-RXFP1 cAMP TR-FRET, 30 min; response scale: percent of porcine relaxin response, buffer zero; also: potency is read from the fitted curve at half-maximal effect; % is scaled to controls: 0 for no effect and ±100 for the full control effect; nearly all actives have a fitted effect of over 60% in size; many of its hits are not listed in these tables
Target sequence (Q9HBX9 whole entry, looked up): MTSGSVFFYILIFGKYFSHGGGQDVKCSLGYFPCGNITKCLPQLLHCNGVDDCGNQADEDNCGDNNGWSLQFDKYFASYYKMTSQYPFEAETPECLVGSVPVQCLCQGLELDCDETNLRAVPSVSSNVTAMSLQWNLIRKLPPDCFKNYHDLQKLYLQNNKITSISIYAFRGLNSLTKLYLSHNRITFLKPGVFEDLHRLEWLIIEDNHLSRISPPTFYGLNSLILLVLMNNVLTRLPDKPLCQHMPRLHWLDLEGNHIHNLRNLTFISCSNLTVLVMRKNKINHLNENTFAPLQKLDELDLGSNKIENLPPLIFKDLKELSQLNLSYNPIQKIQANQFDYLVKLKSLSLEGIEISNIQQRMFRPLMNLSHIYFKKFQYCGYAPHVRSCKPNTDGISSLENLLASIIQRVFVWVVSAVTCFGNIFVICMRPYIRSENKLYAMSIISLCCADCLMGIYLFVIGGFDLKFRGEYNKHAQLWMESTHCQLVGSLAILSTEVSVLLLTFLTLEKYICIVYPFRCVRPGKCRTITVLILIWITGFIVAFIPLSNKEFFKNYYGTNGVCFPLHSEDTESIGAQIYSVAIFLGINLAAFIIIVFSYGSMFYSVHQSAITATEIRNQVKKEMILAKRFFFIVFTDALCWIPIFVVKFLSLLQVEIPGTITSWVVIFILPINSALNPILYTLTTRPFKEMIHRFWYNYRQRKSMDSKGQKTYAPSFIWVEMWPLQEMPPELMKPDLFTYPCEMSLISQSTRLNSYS
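HEK293 cells stably expressing RXFP1, treated 30 min at 37C with compounds plus PDE4 inhibitor Ro 20174; cAMP measured by HTRF TR-FRET. Normalized to buffer and 29 nM porcine relaxin; EC50 by Hill fit.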
Vif-APOBEC3G blk – inhibitors of Vif-APOBEC3G interaction | Q9HC16 | HeLa A3G-eYFP + Vif (tagged APOBEC3G with the HIV-1 protein that degrades it), YFP fluorescence, overnight | Potency, µM (highest dose often 46.1 µM), inactives show top-dose activity, negative = active, actives largely listed as inhibitors | hit rate 0.076% among 410,000 | AID 602310;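 also: potency is read from the fitted curve at half-maximal effect; % is scaled to controls: 0 for no effect and ±100 for the full control effect; nearly all actives have a fitted effect of over 60% in size; hits raise eYFP signal because A3G escapes Vif-driven loss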
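Read-out is eYFP fluorescence (Ex 488/Em 500-530) from Vif-expressing HeLa A3G-eYFP cells; more signal means A3G escaped Vif-mediated degradation. Cells plated overnight, compound pinned in, incubated overnight at 37 deg C.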
Vif-A3F inh – Vif-A3F binding inhibition; Potency, µM (top dose mostly 46.1 µM), without a hit: at the top dose activity, negative = active; HeLa A3F-eYFP + Vif (tagged APOBEC3F with the HIV-1 protein that degrades it), YFP fluorescence increase; hit rate 0.2% among 390,000; also: potency is read from the fitted curve at half-maximal effect; % of control where 0% means no effect; nearly all actives have a fitted effect of over 65% in size
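HeLa cells stably expressing Vif plus C-terminally eYFP-tagged A3F were seeded, incubated overnight at 37 deg C, dosed with compound, incubated overnight again at 37 deg C. Yellow fluorescence (Ex 488/Em 500-530) reported blocked Vif-mediated A3F-eYFP degradation.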
D1 ag – agonists of human D1 dopamine receptor; P21728; HEK293 T-REx D1 cells, calcium flux, agonist mode; activation, % at 2 µM; hit rate 1% among 360,000; in the data active = activation above about 30%; also: 0% is about no effect
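Tetracycline-induced HEK293 TREx D1 cells, force-coupled to calcium signalling, were dye-loaded with a no-wash calcium kit. Compound was pin-added after a 10 s baseline. Fluorescence was read kinetically at 1 cycle/s for 180 s, with calcium rises flagged as agonism.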
D2 potentiator – positive allosteric modulators of human D2 dopamine receptor. P14416. HEK293 T-REx D2, calcium flux, EC20 dopamine potentiation. potentiation, % at 10 µM. hit rate 0.34% among 340,000. AID 485347;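 active = potentiation over 3 SD above the plate norm, cut at about 30% in these data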; also: 0% is about no effect
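Tetracycline-induced Hek293 Trex D2 cells, force-coupled to calcium, loaded with no-wash calcium dye. Compound added with 180 s kinetic read for agonism, then EC20 dopamine and a further 180 s read for potentiation.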
Glioma ERSR ind – induces the endoplasmic reticulum stress response in human glioma cells. AID 602332. U87-MG GRP78 promoter luciferase reporter, 16 h. hit rate 0.02% among 420,000. Potency, µM, for inactives: at the highest dose activation, hits mostly activators; also: potency is read from the fitted curve at half-maximal effect; series mostly up to about 76 µM; % of control where 0% means no effect; nearly all actives have a fitted effect of over 35% in size
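ERSR induction read as luciferase luminescence (Bright-Glo, 10 min at room temperature) in stably transfected human U87-MG glioma cells exposed to compounds for 16 h, using GRP78 as sensor.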
D1 PAM – enhances dopamine response at the human D1 receptor; HEK293 TREx D1 cells, calcium flux, dopamine EC20 potentiation; potentiation, % at 10 µM; hit rate 0.036% among 360,000; in the data active = potentiation above about 30%; also: 0% is about no effect
RXFP1 antag – antagonists of human relaxin receptor RXFP1 | Q9HBX9 | HEK293-RXFP1, relaxin-stimulated cAMP HTRF, 30 min; stronger effect = lower value | activity change, negative = inhibition, % at 57.5 µM | hit rate 0.59% among 350,000;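 active = activity change of -60% or lower, but not beyond a set lower limit; inconclusive = change between -60% and -40%, or beyond the set limit; inactive = change above -40%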; also: % is scaled to controls: 0 for no effect and ±100 for the full control effect
The depositor's hits bear a star; ? = inconclusive; . = not tested or not shown. Unless noted, calls follow the shape of the dose curve; as a rule, active = well fitted curve in the direction sought with a large enough effect; inconclusive = small, poorly fitted or top-dose-only effect, or another doubt; inactive = no such curve, though single readings can be large; an effect the other way counts as inactive or inconclusive.

SMILES | D1 antagonist | RXFP1 ag | Vif-APOBEC3G blk | Vif-A3F inh | D1 ag | D2 potentiator | Glioma ERSR ind | D1 PAM | RXFP1 antag
CC(C)c1ccc(C2CC(=O)c3cnc(NC(=O)c4ccco4)nc3C2)cc1 (stereo not drawn) | 2 | 0.0% | 3% | 0% | 2 | 4 | 3% | 2 | -13
O=C(NNC(=O)OCc1ccccc1)OCc1ccccc1 | . | . | 1% | 5% | . | . | 1% | . | 10
NC(=O)C1CCN(C(=O)C(Cc2ccccc2)NC(=O)c2ccccc2)CC1 (stereo not drawn) | 26 | 1.6% | -2% | 1% | 3 | 1 | -2% | 0 | 5
O=C(CSc1nnc(-c2ccncc2)n1-c1ccccc1Cl)Nc1ccc(C(=O)O)cc1 | -1 | -1.5% | -1% | -10% | 5 | 5 | -5% | -3 | 1
Cc1nn(CCCC(=O)Nc2cccnc2)c(C)c1[N+](=O)[O-] | -8 | 5.3% | -4% | -1% | 2 | -3 | 4% | 6 | -6
Cc1cc(C)cc(C(=O)NCCC(=O)N2CCC3(CC2)NCCc2[nH]cnc23)c1 | 0 | -0.4% | 5% | 5% | 5 | 15 | -3% | -5 | -5
Cc1c(Cl)cccc1NC(=S)NC(=O)c1cncc(Br)c1 | . | . | -2% | -5% | . | . | -3% | . | -10
CC(c1ccccc1)n1cc(C(=O)NCC2CCCO2)nn1 (stereo not drawn) | 38 | -3.1% | 1% | 1% | 1 | -12 | 2% | 0 | 4
CCOCCN(C(=O)c1ccccc1Cl)c1cccc(C)c1C | -38* | 0.4% | 2% | 6% | 0 | 7 | -3% | -9 | -14
N#Cc1cc2c([nH]c1=S)CCCCCC2 | 15 | 6.4% | -7% | -10% | 3 | 11 | -5% | 3 | 2
COC(=O)N1C(=O)[C@](CC(C)C)(c2ccccc2)N1C(=O)OC | 4 | 1.4% | -29% | 4% | 1 | 5 | 6% | -4 | .
CCOC(=O)C(=CNNc1cccc(Cl)c1)C(=O)OCC | -10 | 3.4% | -13% | 0% | 5 | -3 | -2% | -4 | -18
CC1CCCN(c2ccc3nncn3n2)C1 (stereo not drawn) | -17 | ? | 1% | 3% | 1 | -3 | -6% | 4 | 0
CCOc1ccc(C(c2c(NC(=O)c3ccccc3)sc(C)c2C)N2CCN(CCO)CC2)cc1 (stereo not drawn) | 7 | 0.4% | -2% | -1% | 3 | 5 | 0% | -1 | -1
COc1ccc(-n2c(C)cc(C(=O)COc3ccc(C)nc3[N+](=O)[O-])c2C)cc1 | -23 | 0.9% | 3% | 6% | 6 | 9 | -4% | -4 | -2
Cc1ccc(NC(=O)Cn2c(=O)c3ccccc3n3nncc23)cc1 | -3 | ? | 4% | -1% | 2 | -5 | -4% | -2 | .
CC(C)CN(C(=O)COC(=O)C12CC3CC(CC(Cl)(C3)C1)C2)c1c(N)n(Cc2ccccc2)c(=O)[nH]c1=O | 41 | -2.6% | -1% | -11% | 2 | . | -3% | -4 | -4
Cc1sc2ncnc(Sc3nnc4sc5ccccc5n34)c2c1C | 8 | -0.2% | . | . | 1 | 5 | . | 6 | .
CCCN(CCC)C(=O)C1CCN(c2ccc(S(=O)(=O)N3CCOCC3)cc2[N+](=O)[O-])CC1 | -13 | 2.0% | 1% | -5% | 1 | -8 | -4% | 4 | -11
O=C(CC1CCCCC1)N1CCN(c2ccccn2)CC1 | -6 | 0.8% | 2% | -1% | -1 | 3 | 2% | -1 | -3
Cc1ccc(NC(=O)CSc2nc3[nH]c(=O)cc(O)c3s2)c(Br)c1 | 0 | -1.7% | 1% | 2% | 1 | 24 | -6% | 0 | -13
CCc1ccc(C(C)NC(=O)c2ncn[nH]2)cc1 (stereo not drawn) | -1 | 2.6% | -2% | 0% | 4 | -2 | -3% | -1 | -3
CCCn1c(NC(=O)c2cccc(C)c2C)nc2ccccc21 | -49* | 3.3% | ? | -14% | 2 | 8 | 2% | -5 | -7
CC1=C(C(=O)N2CCCCC2)C(c2cccs2)C2=C(CCCC2=O)N1 (stereo not drawn) | -9 | 1.9% | -1% | -5% | -2 | -3 | -3% | 4 | -16
CCN1N=C(c2ccccc2)Cn2c1nc1ccccc12 | 8 | 6.8% | -7% | -8% | 1 | 21 | -4% | 2 | 4
O=C(c1ccc(Cl)nc1)N1CCN(C/C=C/c2ccccc2)CC1 | -1 | 1.3% | -7% | ? | 8 | 3 | -1% | 0 | -6
Cc1onc(-c2ccccc2)c1C(=O)N1CCCC1 | -37* | 0.1% | 2% | 4% | 3 | 5 | 0% | -10 | 1
CCCn1c2ccccc2c2cnn(CC(=O)Nc3ccc(C)cc3Br)c(=O)c21 | 0 | 15% | 0% | -2% | -1 | 2 | -5% | -2 | 4
COc1ccc(C)cc1S(=O)(=O)Nc1cc2c3c(c1)C(C)C(=O)N3CCC2 (stereo not drawn) | 8 | 2.0% | 2% | -5% | 3 | -8 | -5% | -2 | -11
Cc1ccc(S(=O)(=O)N(C)CC(=O)NCc2ccncc2)cc1 | 1 | -0.7% | 1% | 1% | 0 | 0 | -4% | -2 | -1
Cc1ccccc1CN1CCN(C(=O)CC(C)C)CC1 | -27 | -4.5% | 1% | 0% | 0 | -8 | -4% | -4 | -9
Cc1cccc(OCC(=O)N(Cc2sccc2C)C2CCS(=O)(=O)C2)c1 (stereo not drawn) | 2 | 1.8% | . | . | -2 | 3 | . | 0 | -4
CNC(=O)Nc1ccccc1F | -2 | 1.8% | 2% | -1% | 1 | -5 | -4% | 1 | 4
COc1ccc(CNC(=O)c2ccc(CS(=O)(=O)c3ccccc3C)o2)cc1 | 0 | 1.1% | -1% | -3% | 3 | -3 | -6% | 3 | 18
O=S(=O)(c1ccc(Cl)cc1)N1CCn2c1nc1ccccc12 | 14 | 2.8% | 2% | 1% | 0 | 11 | 0% | 6 | 10
COc1ccc(CCNC(=O)c2cc3c(=O)n(C)c4ccccc4c3s2)cc1OC | -14 | -0.8% | -1% | -2% | -1 | -2 | 0% | 2 | -5
COc1cc(/C=C2/SC(=S)N(CC(=O)NC(C)(C)C)C2=O)cc(OC)c1OC | -4 | 0.6% | -7% | 2% | 5 | -2 | -4% | -5 | -3
Cc1ccc(/C=C2\C(=N)N3N=C(CC(=O)N4CCCCC4)SC3=NC2=O)cc1 | -1 | 2.7% | -2% | -2% | 3 | 0 | -3% | -6 | 22
COc1cc(N(C)C)c(NC(C)=O)cc1C(=O)O | 6 | 0.5% | -2% | -12% | 1 | -1 | -4% | -1 | -6
O=C(COC(=O)CCCN1C(=O)c2ccccc2C1=O)Nc1ncc(Cl)cc1Cl | 4 | 2.3% | -6% | -2% | 0 | 2 | 1% | -3 | 4
CCOc1ccc(N(CCCCO)C(=S)NC(=O)c2ccc(C)c(Br)c2)cc1 | -14 | 0.2% | -8% | -1% | -1 | -7 | 6% | 0 | -90*
CCOC(=O)NC1(C(F)(F)F)C(=O)NC(C)=C1C#N (stereo not drawn) | 5 | -0.7% | 0% | -3% | 2 | 5 | -4% | -2 | 4
O=C(c1ccc(-c2cccc(Cl)c2)o1)N1CCN(c2ccc([N+](=O)[O-])cc2)CC1 | -30 | 0.0% | 2% | -6% | 4 | 0 | -3% | -4 | -8
CN(Cc1ccc(F)cc1)C(=O)c1cccc(NS(=O)(=O)c2ccccc2)c1 | -1 | 1.0% | -2% | 1% | 3 | 1 | -1% | 2 | 0
COc1ccccc1C(=O)NC(=O)COC(=O)Cc1ccccc1[N+](=O)[O-] | 27 | -0.4% | 3% | 5% | 5 | -4 | -4% | -1 | -17
COc1ccccc1/C=N/NC(=O)CCn1cnc2ccccc21 | 2 | 0.2% | 2% | -7% | 1 | 2 | -5% | -3 | -2
O=S(=O)(c1ccccc1)N1CCC(Oc2ccc(-n3cnnn3)cc2)CC1 | 2 | 1.7% | 3% | 13% | 13 | -1 | -2% | 2 | 14
CC1CCCCN1S(=O)(=O)c1ccc(C(=O)Nc2nnc(C3CC3)o2)cc1 (stereo not drawn) | -12 | 1.6% | 1% | -16% | 4 | 20 | 3% | -2 | -26
CCN(CC(=O)Nc1cccc(Br)c1)Cc1nc2ccccc2c(=O)[nH]1 | -3 | 4.5% | -2% | -2% | -4 | -6 | 1% | -1 | -2
Cc1nc2cc(C(F)(F)F)ccc2n1C1CCN(C(=O)N2CCOCC2)CC1 | 3 | 1.5% | -9% | -5% | 2 | -6 | -3% | -7 | 25
Cc1ccc(S(=O)(=O)N(Cc2ccccc2)C(C)C)cc1 | -7 | -2.0% | -2% | 1% | 3 | -2 | -1% | -3 | -10
CCNC(=O)C1CCCc2c1[nH]c1ccc(Cl)cc21 (stereo not drawn) | -24 | 0.4% | -2% | 1% | 10 | . | 0% | 7 | 3
CC1CN(C(=O)C(C)N2CCN(c3ccccc3Cl)CC2)CC(C)O1 (stereo not drawn) | -37* | -4.3% | 6% | 1% | 1 | 4 | 6% | -8 | -11
COc1ccccc1NC(=O)c1cnn(-c2ccccc2)c1-n1cccc1 | -5 | -0.5% | -2% | 4% | 14 | 11 | 3% | -3 | .
Cc1cc(C2=CC(=O)C[C@H](c3ccc4c(c3)OCO4)C2)ccc1F | . | -0.9% | 4% | -5% | 0 | 14 | 0% | -3 | .

Fetched by compound from the list above:
SMILES | D1 antagonist | RXFP1 ag | Vif-APOBEC3G blk | Vif-A3F inh | D1 ag | D2 potentiator | Glioma ERSR ind | D1 PAM | RXFP1 antag
CCNC(=O)C1CCCc2c1[nH]c1ccc(Cl)cc21 (stereo not drawn) | -24 | 0.4% | -2% | 1% | 10 | . | 0% | 7 | 3
Cc1nc2cc(C(F)(F)F)ccc2n1C1CCN(C(=O)N2CCOCC2)CC1 | 3 | 1.5% | -9% | -5% | 2 | -6 | -3% | -7 | 25
CC1CN(C(=O)C(C)N2CCN(c3ccccc3Cl)CC2)CC(C)O1 (stereo not drawn) | -37* | -4.3% | 6% | 1% | 1 | 4 | 6% | -8 | -11
COc1ccccc1NC(=O)c1cnn(-c2ccccc2)c1-n1cccc1 | -5 | -0.5% | -2% | 4% | 14 | 11 | 3% | -3 | .

Not all compounds are listed; the hit share may differ from the screen's.
